Epigenetic reg: derepresses silenced GFP reporter in murine cells. murine LDR cells, GFP reporter derepression, 30 h. Potency, µM (top dose mostly 53.9 µM), for inactives: at the highest dose GFP activation, usual class: activators. 280,000 compounds, 0.2% hits; also: % of control where 0% means no effect; nearly all actives have a fitted effect of over 60% in size
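Derepression of a silenced CMV-GFP reporter in murine LDR cells is scored by enumerating GFP-positive cells with a laser-scanning microplate cytometer after 30 hours of treatment at 37 C.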
IMPase Li inh: cell-permeable IMPase inhibitors with lithium potentiation. 210,000 compounds, 0.35% hits. CHO-M1 cells, IP1 TR-FRET (IP-One), carbachol + lithium. Potency, µM (doses to about 59.4 µM), for the others: top-dose activity, negative = IMPase inhibition, most hits filed as inhibitors;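 also: IP1 builds up when IMPase is blocked and the TR-FRET signal falls; plate controls were basal vehicle for no effect and high inhibitor control for full effect; nearly all actives have a fitted effect of over 50% in size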
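Concentration–response in CHO-M1 cells, lithium-potentiated; 30 min at 37C. IP1 detected by competitive TR-FRET after 10 min lysis at RT. Hill-fitted AC50.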
JMJD2E inh: JMJD2E (human) inhibition; AID 2147; 230,000 compounds, 1.6% hits; Potency, µM (highest dose often 57.1 µM), for the others: at the top dose activity change, negative = inhibition, most hits filed as inhibitors; B2RXH2; JMJD2E catalytic domain, FDH-coupled NADH fluorescence (FDH is formaldehyde dehydrogenase); active = well fitted inhibition curve with a large enough effect, not every such curve was filed as active; inconclusive = small, poorly fitted or top-dose-only effect, or another doubt; inactive = no such curve, though single readings can be large or run the other way;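 also: 0% = wells with enzyme and -100% = buffer wells without enzyme; nearly all actives have a fitted effect of over 50% in size; many of its hits are not listed in these tables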
NPSR antagonist: antagonists of human neuropeptide S receptor cAMP signaling | Potency, µM (titrated, usually from 38.3 µM), without a hit: at the top dose activity change, negative = inhibition, hits mostly inhibitors | 220,000 compounds, 1% hits | Q6W5P4 | AID 1461 | CHO-NPSR cells, cAMP TR-FRET, antagonist mode; also: % is scaled to controls: 0 for no effect and ±100 for the full control effect; nearly all actives have a fitted effect of over 50% in size; many of its hits are not listed in these tables
Target sequence (Q6W5P4 whole entry, looked up): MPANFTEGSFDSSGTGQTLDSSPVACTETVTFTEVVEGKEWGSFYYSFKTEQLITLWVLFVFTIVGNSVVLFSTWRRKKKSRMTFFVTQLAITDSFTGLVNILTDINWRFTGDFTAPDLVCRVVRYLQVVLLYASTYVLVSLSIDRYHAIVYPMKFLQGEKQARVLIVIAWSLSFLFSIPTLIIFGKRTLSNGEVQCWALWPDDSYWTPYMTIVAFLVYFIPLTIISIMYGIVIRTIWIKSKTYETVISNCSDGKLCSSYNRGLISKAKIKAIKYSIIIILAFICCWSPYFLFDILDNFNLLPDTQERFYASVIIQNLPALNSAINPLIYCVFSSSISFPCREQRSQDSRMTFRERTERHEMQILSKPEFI
GoLoco inh red: RGS12 GoLoco-Gai1 interaction inhibition; P63096; Gai1:RGS12 GoLoco peptide FP, rhodamine, 10 min; Potency, µM (top dose mostly 61.6 µM), without a hit: at the highest dose activity, negative = inhibition, most hits filed as inhibitors; 230,000 compounds, 0.44% hits; AID 880; active = well fitted inhibition curve with a large enough effect, not every such curve was filed as active; inactive = no such curve, though single readings can be large or run the other way; also: % is scaled to controls: 0 for no effect and ±100 for the full control effect; nearly all actives have a fitted effect of over 30% in size; many of its hits are not listed in these tables
SMN2 splice enh: increases expression of the SMN2 splice variant; HEK293 SMN2-luciferase splicing reporter, luminescence, 30-36 h; Potency, µM (doses to about 46.1 µM), inactives show top-dose activity change, positive = activation, usual class: activators; 210,000 compounds, 2.8% hits; AID 1458; also: % of control where 0% means no effect; nearly all actives have a fitted effect of over 55% in size
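HEK293 cells carry an SMN2 minigene-luciferase reporter in which exon 7 inclusion puts luciferase in frame. Cells were seeded at 2000 cells/well, attached for 10-12 hours, then exposed to compounds for 30-36 hours at 37C before ONE-Glo luminescence.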
KinaseGlo FLuc: counter-screen: inhibitors of Kinase-Glo firefly luciferase. Q27757. Kinase-Glo luciferase, ATP luminescence, 8 min. Potency, µM (series often up to 38.3 µM), without a hit: at the top dose activity change, negative = inhibition, usual class: inhibitors. 200,000 compounds, 0.28% hits; also: % is scaled to controls: 0 for no effect and ±100 for the full control effect; nearly all actives have a fitted effect of over 60% in size
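Inhibition of Kinase-Glo luciferase light generation was assessed at 10 uM ATP in pH 7.2 imidazole buffer, with luminescence measured after eight minutes at ambient temperature.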
RECQ1 helicase: blocks DNA unwinding by human RECQ1. RECQ1 DNA unwinding, red fluorescence kinetic read. Potency, µM (highest dose often 57.3 µM), without a hit: at the top dose activity, negative = inhibition, most hits filed as inhibitors. 240,000 compounds, 0.54% hits. AID 2549;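 also: plate controls were vehicle for no effect and no enzyme for full effect; nearly all actives have a fitted effect of over 30% in size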
Target sequence (P46063 whole entry, looked up): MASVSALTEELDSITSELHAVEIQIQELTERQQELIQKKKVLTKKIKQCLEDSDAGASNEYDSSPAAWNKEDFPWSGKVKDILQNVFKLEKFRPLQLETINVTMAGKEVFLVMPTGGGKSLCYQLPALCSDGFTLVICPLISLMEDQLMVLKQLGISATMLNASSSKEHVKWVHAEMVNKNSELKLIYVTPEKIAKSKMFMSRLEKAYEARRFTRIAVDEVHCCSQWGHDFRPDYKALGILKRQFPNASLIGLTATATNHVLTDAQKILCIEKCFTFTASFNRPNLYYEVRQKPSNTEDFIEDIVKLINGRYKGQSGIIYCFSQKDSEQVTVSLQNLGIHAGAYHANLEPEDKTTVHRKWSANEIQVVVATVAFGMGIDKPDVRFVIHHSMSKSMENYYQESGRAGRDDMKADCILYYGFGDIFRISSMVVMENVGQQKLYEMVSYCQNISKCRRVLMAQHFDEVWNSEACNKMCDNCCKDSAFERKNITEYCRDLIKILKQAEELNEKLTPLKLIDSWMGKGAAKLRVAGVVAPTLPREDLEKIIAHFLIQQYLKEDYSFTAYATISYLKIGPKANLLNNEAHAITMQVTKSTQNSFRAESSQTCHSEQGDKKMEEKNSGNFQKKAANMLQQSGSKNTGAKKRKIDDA
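RECQ1T1 50 nM; forked duplex (20 bp + 30-nt ss tails) 200 nM, ATP 2 mM final; pH 8.0, 2 mM MgCl2, 2.5 ug/ml poly(dI-dC); 15 min compound preincubation; discontinuous kinetic read over 2 h at RT.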
* marks the source's active call; other numbers are inactive results; i = inactive; u = inconclusive; x = not tested or not shown; & = joins results of further samples; [ ] = dose if it differs, or a comment. Unless noted, calls follow the shape of the dose curve; as a rule, active = well fitted curve in the direction sought with a large enough effect; inconclusive = small, poorly fitted or top-dose-only effect, or another doubt; inactive = no such curve, though single readings can be large; an effect the other way counts as inactive or inconclusive. Potency is read from the fitted curve at half-maximal effect. Some of the compounds tested, so the mix of outcomes need not match the whole.

SMILES	Epigenetic reg	IMPase Li inh	JMJD2E inh	NPSR antagonist	GoLoco inh red	SMN2 splice enh	KinaseGlo FLuc	RECQ1 helicase
CC(C)(C)C(=O)NC(=S)N1CCc2ccccc21	-2.4%	9%	2%	9%	20%	2%	-3%	-7%
CC1CCN(c2nc3c(c(=O)[nH]c(=O)n3C)n2CCSc2nc3ccccc3o2)CC1	-0.6%	31%[activator][38.3 µM]	-4%	u	1%	9%	0%	-6%
COc1ccccc1NS(=O)(=O)c1cccc(NC(=O)NCCCl)c1	-2.2%	x	u	19%	-3%	x	x	3%
C=CCn1c(SCC(=O)Nc2ccccc2OC)nnc1-c1ccco1	0.0%	9%[38.3 µM]	0%	0%[46.1 µM]	-1%	-12%	0%	-10%
N[C@@H](CS(=O)O)C(=O)O	-0.1%&1.0%&0.0%&0.6%	-3%&-2%&-3%&16%	u	-3%[46.1 µM]	-9%&5%&-7%&5%	1%&-2%&-5%	-1%&5%	-2%&-8%
Cn1cc(Br)c(C(=O)N2CCc3ccccc32)n1	1.3%	5%	1%	10%	3%	u	-1%	-14%
O=C1CNC(=S)N1CCOc1ccccc1	6.1%	x	-1%	-8%	4%	x	x	-3%
CCCCC[C@H](O)/C=C/[C@@H]1[C@@H](CC(=O)CCCCC(=O)O)[C@@H](O)C[C@H]1O	3.2%&-1.1%	-3%&18%	-8%	x	10%&4%	0%&17%	-3%	i
Cc1noc(C)c1S(=O)(=O)NCc1ccc2c(c1)OCO2	1.7%	14%[38.3 µM]	-9%	-15%[46.1 µM]	-3%	8%	3%	-5%
CC1C(c2ccccc2)N(C)CCC12NC(=O)NC2=O (stereo unspecified)	-1.1%	16%[38.3 µM]	1%	2%[46.1 µM]	1%	-11%	-2%	-4%
CCN1CCN(Cc2c(OC)ccc3ccccc23)CC1	0.0%	24%[38.3 µM]	3%	-3%[46.1 µM]	-4%	-9%	1%	-2%
NC(=O)COc1ccc(Nc2nnc(-c3ccc(O)cc3)c3ccccc23)cc1	0.1%	x	-2%	20%	8%	x	x	-3%
O=C(NCC(c1ccc(F)cc1)N1CCOCC1)c1cc(F)c(F)c(F)c1F (stereo unspecified)	-1.3%	-5%	6%	-3%	5%	13%	4%	-1%
CC1(CCc2ccccc2)NC(=O)N(CC(=O)Nc2ccc3c(c2)OCCO3)C1=O (stereo unspecified)	-4.2%	7%	-1%	0%	7%	2%	2%	i
CC(=O)/C(N)=N/Nc1cccc(Cl)c1	-0.8%	-4%	-11%	15%	22%	u	-2%	-13%

An excerpt of these results, field by field:
CC1CCN(c2nc3c(c(=O)[nH]c(=O)n3C)n2CCSc2nc3ccccc3o2)CC1
  Epigenetic reg: -0.6%
  IMPase Li inh: 31%[activator][38.3 µM]
  JMJD2E inh: -4%
  NPSR antagonist: u
  GoLoco inh red: 1%
  SMN2 splice enh: 9%
  KinaseGlo FLuc: 0%
  RECQ1 helicase: -6%

O=C(NCC(c1ccc(F)cc1)N1CCOCC1)c1cc(F)c(F)c(F)c1F (stereo unspecified)
  Epigenetic reg: -1.3%
  IMPase Li inh: -5%
  JMJD2E inh: 6%
  NPSR antagonist: -3%
  GoLoco inh red: 5%
  SMN2 splice enh: 13%
  KinaseGlo FLuc: 4%
  RECQ1 helicase: -1%

The listing continues:
SMILES	Epigenetic reg	IMPase Li inh	JMJD2E inh	NPSR antagonist	GoLoco inh red	SMN2 splice enh	KinaseGlo FLuc	RECQ1 helicase
O=c1c2c(nc3cc(-c4ccccc4Cl)[nH]n13)CCS2	-1.4%	8%	4%	-11%	53%[activator]	16µM*	-20%	i
COCCn1nnnc1C(C(C)C)N1CCCC(C)C1 (stereo unspecified)	-5.6%	10%	6%	-17%	7%	x	3%	i
Brc1ccccc1-c1nnc(COc2ncnc3ccccc23)o1	0.0%	x	-3%	9%	12%	x	x	i
CCCOc1ccc(-c2c(C(=O)N/N=C/c3ccccc3)nnn2-c2nonc2N)cc1	1.1%	x	0%	-23%	1%	x	x	14%
Cc1nn(C)c(Cl)c1S(=O)(=O)N[C@@H](c1ccccc1)[C@]1(C)C[C@H]1[C@@H](C)C(=O)Nc1ccc2ccccc2c1	-0.9%&1.3%	-6%&-12%	-4%&-7%	-16%	-8%&-8%	-1%&-46%	1%&5%	5%&-13%
COc1cc(SC)ccc1C(=O)Nc1ccc(C)cc1	-0.9%	13%	4%	31%	-8%	x	-3%	i
CCNc1oc(COc2ccccc2F)nc1C#N	u	-10%[38.3 µM]	-4%	7%[7.67 µM]	8%	u	0%	u
COc1ccc(OC(=O)NCCc2ccccc2)cc1	-1.4%	x	0%	2%[7.67 µM]	-7%	x	x	-10%
COC(=O)Cc1c(O)ccn(Cc2ccc3c(c2)OCO3)c1=O	-0.8%[10.1 µM]	0%	-3%	7%	5%	-8%	1%	i
CCOc1ccccc1OCc1nn2c(-c3ccc(C)cc3)nnc2s1	4.8%	37%[activator][38.3 µM]	-1%	u	-5%	21%	-3%	-16%
CC(=O)NS(=O)(=O)c1ccccc1	-1.6%	2%[38.3 µM]	-3%	-10%[46.1 µM]	-1%	8%	-3%	-5%
CCOC(=O)N1CCN(CC(=O)Nc2ccc(Oc3ccccc3)cc2)CC1	4.9%	14%[38.3 µM]	-2%	-20%[46.1 µM]	-4%	-1%	-5%	-8%
C=CCN(CC(=O)Nc1c(C)cccc1CC)C(=O)SCCC	-1.0%	30%[38.3 µM]	9%	-12%[46.1 µM]	-6%	-2%	-4%	-6%
CNc1cc(C(F)(F)F)nc(-c2ccccn2)n1	1.8%	-6%	u	-7%[46.1 µM]	0%	8%	2%	-20%
COc1ccc2[nH]cc(CCNc3ncnc4ccc(-c5ccc(C(=O)N(C)C)cc5)cc34)c2c1	0.2%	21%	u	x	-4%	-60%[inhibitor]	-4%	0%

Pulled by structure from the list above (4):
SMILES	Epigenetic reg	IMPase Li inh	JMJD2E inh	NPSR antagonist	GoLoco inh red	SMN2 splice enh	KinaseGlo FLuc	RECQ1 helicase
COc1ccc(OC(=O)NCCc2ccccc2)cc1	-1.4%	x	0%	2%[7.67 µM]	-7%	x	x	-10%
C=CCn1c(SCC(=O)Nc2ccccc2OC)nnc1-c1ccco1	0.0%	9%[38.3 µM]	0%	0%[46.1 µM]	-1%	-12%	0%	-10%
Cn1cc(Br)c(C(=O)N2CCc3ccccc32)n1	1.3%	5%	1%	10%	3%	u	-1%	-14%
C=CCN(CC(=O)Nc1c(C)cccc1CC)C(=O)SCCC	-1.0%	30%[38.3 µM]	9%	-12%[46.1 µM]	-6%	-2%	-4%	-6%

Further compounds follow.
SMILES	Epigenetic reg	IMPase Li inh	JMJD2E inh	NPSR antagonist	GoLoco inh red	SMN2 splice enh	KinaseGlo FLuc	RECQ1 helicase
CN(C)c1ccc(Cc2ccc(N(C)C)cc2)cc1	x	-3%	x	x	-5%	2%	x	-6%
CCOC(=O)C(CSCC(=O)c1ccc(Br)cc1)NC(=O)OC(C)(C)C (stereo unspecified)	-4.5%	32%[38.3 µM]	-1%	-14%[46.1 µM]	-3%	1%	18%	-9%
COCCN(CC(=O)NCC1CCCO1)C(=O)CCC(=O)Nc1cc(C)ccn1 (stereo unspecified)	0.0%	4%	1%	-4%[46.1 µM]	4%	3%	-5%	-6%
Cc1cc(C(F)F)n2nc(C(=O)Nc3cccc(C(F)(F)F)c3)nc2n1	1.1%	-7%[38.3 µM]	-1%	-8%[46.1 µM]	5%	15%	-2%	i
CCOc1cccc(Oc2ccc(C(F)(F)F)cn2)c1	0.0%	-2%	-16%	9%[46.1 µM]	-13%	-6%	-2%	-2%
Cc1cccc(NC(=O)C2CC(=O)OC23CCCCC3)c1 (stereo unspecified)	0.0%	30%[38.3 µM]	5%	-12%[46.1 µM]	4%	-20%	-3%	-12%
CC(C)c1ccc(/C=C/C2=NNC(=O)CC2)cc1	0.3%	4%	4%	0%	1%	10µM*	-4%	-15%
COc1ccc([N+](=O)[O-])cc1NC(=O)Cc1noc2ccc(C)cc12	-0.4%	10%	2%	-17%	2%	-2%	-2%	i
Cc1ccc(NC(=O)COC(=O)Cc2ccsc2)cc1S(=O)(=O)N1CCOCC1	-1.8%	8%	0%	7%	5%	1%	-1%	-2%
COc1cccc(-n2nnnc2SCC(=O)Nc2ccc(C(C)=O)cc2)c1	0.0%	-23%	12%	-5%	9%	-33%[inhibitor]	4%	-1%
CSc1nc2c(c(=O)[nH]1)C(c1ccc(C(F)(F)F)cc1)CC(=O)N2 (stereo unspecified)	-0.4%	-2%	1%	0%	13%	-9%	-1%	i
CCc1c(C)[nH]c2ccccc2c1=O	0.0%	5%[38.3 µM]	-4%	-4%[46.1 µM]	6%	-18%	14%	-11%
O=C(CCCNC(=O)/C(=C/c1ccc(Br)cc1)NC(=O)c1ccccc1)OCc1ccccc1	1.8%	-3%	4%	-6%	9%	7%	5%	-2%
Cc1ccc(NC(=O)C2CCN(c3cnccn3)CC2)cc1	-0.7%	-8%	u	8%	-1%	-19%	0%	-4%
COCCOC1CCN(Cc2cn(Cc3ccccc3)nc2-c2cc3ccccc3o2)CC1	1.0%	8%	-8%	-34%	-1%	-13%	-3%	i
CCOc1ccc(CC2CCC(=O)NC2=O)cc1 (stereo unspecified)	-1.0%	-2%	2%	5%	6%	-1%	0%	5%

Screening results deposited in PubChem BioAssay by National Center for Advancing Translational Sciences (NCATS).
